TTR transcr act: TTR transcription activation, primary screen; SH-SY5Y TTR promoter Gaussia luciferase, luminescence; 100% = recombinant luciferase protein wells; 92,000 tested, 1.3% active; activation, % at 16.7 µM;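 active = activation above the mean of all tested compounds plus 3 SD, cut at about 9.5% in these data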;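 also: cells exposed to compounds for one day before reading; 0% = median of all test compound wells on the plate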
An asterisk follows results filed as active. Only part of the results is shown; rates above refer to the full screens.

SMILES	TTR transcr act
CC(Nc1cc(=O)n(C)c(=O)n1C)c1ccccc1 (stereo not drawn)	-1.0
O=C(CCSCc1ccccc1Cl)N1CCN(c2ccccn2)CC1	1.1
N#Cc1ccccc1S(=O)(=O)N1CCN(C(=O)CN2C(=O)NC3(CCCC3)C2=O)CC1	6.6
CC(=O)N1CCc2c(sc3c2c(=O)n(-c2ccccc2)c(=O)n3Cc2ccccc2Cl)C1	-1.5
O=C(O)C1=C[C@H](c2ccc3c(c2)OCO3)C[C@H](OCc2ccc(CO)cc2)O1	-1.8
NC(=S)C1COc2ccccc2O1 (stereo not drawn)	-1.1
COc1ccc(CN(C(=O)c2snc(C(N)=O)c2N)C(C(=O)NC2CCCC2)c2ccc(OC)c(OC)c2)cc1 (stereo not drawn)	-1.4
Cc1ccc(Nc2nnc(SCC(=O)c3ccc(Br)s3)s2)c(C)c1	1.4
Cc1nc2c(-c3ccc(Cl)cc3)cnn2c2c1CCC2	0.4
N#Cc1cccc(S(=O)(=O)NCC(=O)OCC(=O)NCc2ccccc2)c1	-1.1
COc1ccc(S(=O)(=O)NCCN2CCNC2=O)cc1OC	-2.4
COc1ccc(CCNC(=O)COC(=O)c2ccccn2)cc1	-2.0
CS/C(=N\N(C)C(N)=O)c1ccccc1	-1.0
CC1(NC(=O)CC(c2ccccc2)(c2ccccc2)c2ccccc2)CCN(Cc2ccc(-c3ccccc3)cc2)C1=O (stereo not drawn)	-1.8
Cc1ccc(NC(=S)Nc2ccc(-c3nnc4n3CCCCC4)cc2)cc1C	0.2
CC(=O)c1c(C)[nH]c(C(=O)OCC(=O)Nc2ccc3c(c2)OCCO3)c1C	-2.4
O=C(O)c1nn(CCOc2ccccc2F)c(=O)c2ccccc12	0.0
CC(=O)N1CCCc2cc(S(=O)(=O)Nc3ccc4c(c3)OCO4)ccc21	2.5
Cc1ccc2c(c1)C(=O)OC1(O)C3C4C=CC(C4)C3C(=O)N21 (stereo not drawn)	-0.6
O=C(/C=C/c1cccc(Br)c1)Nc1nn[nH]n1	1.6
c1ccc2c(c1)c1ccccc1n1c(-c3ccc4c(c3)OCO4)nnc21	0.1
O/N=C1/C2C3CC4C5C3C1C5C1(OCCO1)C42 (stereo not drawn)	-0.4
Cc1ccc(C)c(C(C)NC(=S)NCc2ccc(F)cc2)c1 (stereo not drawn)	1.1
CCOc1ccc(CC(=O)N2CCN=C2SCc2ccc([N+](=O)[O-])cc2)cc1	-2.8
COc1ccc(-c2nc(-c3ccc(Br)o3)no2)cc1	-2.8
COc1cccc(C(=S)N2CCCC2)c1OC	2.2
Cc1ccc(Cl)cc1NC(C#N)c1ccccc1 (stereo not drawn)	-1.1
Cc1ccc(NC(=O)C(=O)NCC2OCCc3ccccc32)cc1 (stereo not drawn)	-1.4
CC(C)Sc1n[nH]c(=O)n1-c1ccccc1	-0.2
Cc1ccc(C)c(-n2nnnc2SCC(=O)Nc2cccc(-c3nnc4n3CCCCC4)c2)c1	-0.1
CCCOc1ccc(C(=O)NC(=S)NCc2cccnc2)cc1	-1.4
C=CCNC(=S)NNC(=O)COc1ccc2cc(Br)ccc2c1	1.7
CCOC(=O)N1CCC(NC(=O)c2cc3c(-c4ccc(OC)c(OC)c4)nn(C)c3s2)CC1	-1.1
CC(=O)Cc1nsc(Nc2ccc(Cl)cc2)n1	-0.5
Cc1ccc(F)cc1NC(=O)CCc1c(C)nn(-c2ccc(N3CCCCC3)nn2)c1C	-1.7
CC(C)c1nnc(NC(=O)CCC(=O)N2CCN(C3c4ccccc4-c4ccccc43)CC2)s1	-1.2
COC(=O)C1(C)NC(c2ccc(O)cc2)C2C(=O)N(c3ccc4c(c3)OCCO4)C(=O)C21 (stereo not drawn)	1.8
O=C(CCl)NNC(=O)c1c(O)c2ccccc2[nH]c1=O	-2.5
O=C1c2cccnc2C(Nc2ccc(Cl)cc2)N1Cc1cccs1 (stereo not drawn)	5.3
O=c1c2nccnc2[nH]c(=S)n1Cc1ccccc1	-0.4
COCCCn1c(-c2cccc(Cl)c2)nc2c1c(=O)[nH]c(=O)n2Cc1ccccc1	-1.5
COc1ccc(-c2noc(CCCC(=O)Nc3cccnc3)n2)cc1OC	-2.1
Nc1[nH]nc2nnc(-c3c(-c4ccccc4)nn4ccccc34)cc12	0.2
CC(C)c1nc2oc3c(NCc4cccnc4)ncnc3c2c2c1CCC2	2.2
COc1ccc(C(=O)NCCN2C(=O)S/C(=C\c3cccnc3)C2=O)cc1[N+](=O)[O-]	-0.9
O=C(CSc1nnc(-c2ccc(Cl)cc2)n1-c1ccc(Cl)cc1)N/N=C/c1ccco1	-1.1
COc1ccc(C(=O)COC(=O)CCN2C(=O)C3C4CC(C(Br)C4Br)C3C2=O)cc1 (stereo not drawn)	1.0
CCc1nnc(NS(=O)(=O)c2ccc(NC(=O)C(c3ccccc3)c3ccccc3)cc2)s1	-1.7
O=C(Nc1nc(-c2cccnc2)cs1)c1ccccc1Cl	-0.2
CC(C)(C)C(=O)NC1(C(F)(F)F)NC(=O)N(c2ccccc2F)C1=O (stereo not drawn)	6.9
COC(=O)c1ccc2nc(-c3ccccc3)c(Cc3ccccc3OC)n2c1	0.8
Cc1ccc(C(=O)NNC(=S)NC(=O)c2ccccc2)cc1	-1.9
O=C(Nc1ccc(Cl)c(S(=O)(=O)N2CCOCC2)c1)c1cn2ccccc2n1	-0.9
O=C(Cn1cnnn1)OCC(=O)c1ccc(Cl)s1	1.1
N#Cc1ccc(Cn2ccc3ccc(-c4ccc5ccn(Cc6ccc(C#N)cc6)c5c4)cc32)cc1	0.3
CCc1noc(C)c1C(=O)Nc1sc(C(=O)N(C)C)c(C)c1C(=O)OC	-2.2
S=c1[nH]nc(Cc2cccs2)n1-c1ccccc1Cl	0.3
Cc1c(NC(=O)C(C)OC(=O)/C=C/c2ccccc2)c(=O)n(-c2ccccc2)n1C (stereo not drawn)	1.2
CC(C)CNc1nc(Oc2ccc(=O)[nH]n2)nc(N(C)C)n1	1.5
CCN(CC)S(=O)(=O)c1cc(NS(=O)(=O)c2cccc(Cl)c2Cl)ccc1C	-2.5

(listing goes on)
SMILES	TTR transcr act
COc1ccc(NC(=O)c2cccc(N3C(=O)c4cccc([N+](=O)[O-])c4C3=O)c2)cc1	-0.8
CCCN(CCC)CCNC(=O)C1CCN(S(=O)(=O)c2cccc3nsnc23)CC1	-1.4
CCN(CC)C(=O)C1CCCN(Cc2cccc(Cl)c2)C1 (stereo not drawn)	8.1
COC(=O)c1ccc2c(=O)n(CCN3CCOCC3)c(SCC(=O)Nc3ccc(C)cc3)nc2c1	0.0
Cn1nnnc1SCC(=O)NCc1ccc2c(c1)OCO2	1.1
COc1cc(C(=O)Oc2ccc(C(=S)N3CCOCC3)cc2)cc(OC)c1OC	-1.0
Cn1nccc1C(=O)N1CCN(c2ccccc2F)CC1	-0.7
COC(=O)C[C@@H]1CC[C@H]2[C@H](COc3ccc(NC(=O)Nc4ccc(Cl)cc4)cc3C(=O)N2C)O1	-2.2
COc1ccc(NC(=O)c2cnc3ccccn3c2=O)c(OC)c1	2.1
Cc1ccc(C)c(NC(=S)N2CCC(c3nc4ccccc4s3)CC2)c1	-1.9
CCOC(=O)Cc1csc(NC(=O)CSc2nnc(-n3nc(C)cc3C)c3ccccc23)n1	-0.7
Brc1ccc(Oc2nnnn2-c2ccccc2)cc1	-1.8
CC(=O)c1cn(C)c(=O)c2ccccc12	0.1
COc1ccccc1-c1noc(-c2ccccc2C(=O)N2CCOCC2)n1	-2.1
COc1cc(C)c(C(C)C)cc1S(=O)(=O)NC1CC(C)(C)NC(C)(C)C1	-1.9
Cc1cc(C)[n+]2[nH]c(N)c(N=Nc3ccccc3)c2n1	-1.6
O=C(CN1CCc2ccccc2C1)Nc1ccc(F)cc1	1.6
Cc1cccc(NC(=S)NNC(=O)c2cccc([N+](=O)[O-])c2)c1	-0.3
CNC1=C([N+](=O)[O-])CC([N+](=O)[O-])=C(N2CCNCC2)N1C	1.4
Fc1cccc(/C=C2\CCCC3=C2NC(=S)NC3c2cccc(F)c2)c1 (stereo not drawn)	-0.8
O=C(NCc1ccccc1)c1onc(CSc2ccc(F)c(F)c2)c1C(=O)NCc1ccccc1	-2.7
CC(C)c1c(C(=O)N/N=C/c2ccsc2)nnn1-c1nonc1N	0.1
O=C(C[C@H]1C[C@@H]2c3cc(NC(=O)c4ccc5c(c4)OCO5)ccc3O[C@@H]2[C@H](CO)O1)NCc1cc(F)ccc1F	17*
C=CCNc1oc(Cc2cccc3ccccc23)nc1C#N	0.7
S=c1nc(-c2ccccc2Br)[nH][nH]1	-0.6
COc1ccc(N2CCN(c3nc4ccc(C)cn4c(=O)c3C=O)CC2)cc1	-1.7
CSc1cccc(NC(=O)CSc2ccc(C)cc2)c1	-1.1
CC(=O)Nc1ccc2c(c1)nc(CN1CCCC1)n2C	0.8
Cc1cccc(OCC(=O)Nc2ccc3c(c2)nc(CCN2CCC(C)CC2)n3C)c1	1.7
CCOc1ccc(NC2=C(Cl)C(=O)N(Cc3ccccc3)C2=O)cc1	-1.2

Further records follow.
molecule,TTR transcr act
Cc1cc2nnc(SC3CCOC3=O)n2c2ccccc12 (stereo not drawn),-1.6
Nc1ccc(Oc2ccc(N)c([N+](=O)[O-])c2)cc1[N+](=O)[O-],1.2
N#Cc1c2ccc(OCC(N)=O)cc2n2ccccc12,0.0
COC(c1ccccc1)c1c(-c2ccccc2)nn(C)c1Cl (stereo not drawn),-0.6
O=C(c1ccccc1Oc1ccccc1)N1CCC(Oc2cccnc2)CC1,0.0
C[C@H]1CN([C@@H](C)CO)C(=O)c2cc(Br)cnc2O[C@H]1CN(C)S(=O)(=O)c1cccs1,0.9
Oc1cccc(-c2nc3ccccc3s2)c1,-1.5
CCOC(=O)NC1(C(F)(F)F)NC(=O)N(c2cccc(C(F)(F)F)c2)C1=O (stereo not drawn),0.1
COc1ccc2cnn(-c3ccc(OC(F)(F)Cl)cc3)c(=O)c2c1OC,0.4
CCN(CC)CCN1C(=O)C(=O)/C(=C(/O)c2ccc(OCC(C)C)cc2)C1c1ccncc1 (stereo not drawn),-1.1
COc1cc(C(=O)OCC(=O)N2CC(C)OC(C)C2)cc(OC)c1OC (stereo not drawn),4.0
C[C@@H]1CN([C@@H](C)CO)C(=O)c2cccc(NC(=O)C3CCCCC3)c2O[C@@H]1CN(C)C(=O)NC1CCCCC1,3.0
O=C(NCCC1=CCCCC1)c1cc(COc2ccc(F)cc2Cl)on1,-1.0
N#Cc1c(-c2ccc(Br)cc2)nc2n(c1=O)CCCS2,0.1
CCNC(=O)N(C)c1nncnc1C(=O)NC,0.5
Cc1ccccc1NC(=O)C1CC(Cl)=CCC1C(=O)O (stereo not drawn),3.5
COc1ccc(NC(=O)CSc2ncccc2C(=O)OC(C)C)cc1OC,-4.3
O=C(Cc1cccs1)N/N=C/C(Br)=C/c1ccccc1,1.1
O=C(CSc1ncnc2sccc12)N1CCCCC1,-1.0
CN(C)CCNC(=O)c1ccc(Sc2ccc(Br)cc2)c([N+](=O)[O-])c1,-1.6
CCCCCCCCNC(CO)(CO)CO,-1.9
CCCC(=O)Nc1c(-c2ccccc2)c(=O)c(C)nn1-c1ccc(Cl)cc1,-0.9
O=C(Nc1cccnc1)c1ccc(S(=O)(=O)c2ccc(Cl)cc2)cc1,0.1
C1CCCN(CCCCN2CCCCCC2)CC1,10*
COC(=O)c1ccc(-c2nn(C)c(=O)c3ccccc23)cc1,0.3
O=C(Oc1cccnc1)c1cccc(Cl)c1,-0.8
S=C(NCc1ccco1)N/N=C/c1ccc(Cl)cc1,-0.2
CC(=O)N1CCN(c2ccc(NC(=O)c3ccc(F)cc3)cc2)CC1,-0.2
CCOc1ccc(-n2cc(-c3ccccc3)c3c(N4CCOCC4)ncnc32)cc1,-0.7
COC(=O)c1ccc(NC(=O)CO/N=C2\CCCc3nonc32)cc1,0.9
CCOC(=O)c1[nH]c2ccccc2c1NC(=O)c1ccc2c(c1)OCO2,1.5
O=C(/C=C/c1cccc([N+](=O)[O-])c1)NC(=S)Nc1ccc(CN2CCOCC2)cc1,1.5
Cc1ccc(CNC(=O)C(OC(=O)c2ccco2)C(C)C)cc1 (stereo not drawn),3.8
O=C(NCc1ccc2c(c1)OCO2)C1(S(=O)(=O)c2ccccc2)CC1,1.5
O=C(O)CN1CCN(C(c2ccccc2)c2ccccc2)CC1,-2.5
CCc1ccccc1NC(=O)C1c2ccccc2Oc2ccccc21,0.8
CON(C)c1nc(OCCNC(=O)OCc2ccc(Cl)cc2Cl)nc(N(C)C)n1,0.8
Nc1c(C(=O)Nc2ccc(S(=O)(=O)N3CCCC3)cc2)sc2nc3ccc(OC(F)(F)F)cc3cc12,-1.6
CC(C)C(NC(=O)COc1ccc2ccccc2c1)C(=O)N/N=C/C=C/c1ccccc1 (stereo not drawn),-0.8

Gathered by group, those above with an NH in an aromatic ring
molecule,TTR transcr act
CC(=O)c1c(C)[nH]c(C(=O)OCC(=O)Nc2ccc3c(c2)OCCO3)c1C,-2.4
O=C(/C=C/c1cccc(Br)c1)Nc1nn[nH]n1,1.6
CC(C)Sc1n[nH]c(=O)n1-c1ccccc1,-0.2
O=C(CCl)NNC(=O)c1c(O)c2ccccc2[nH]c1=O,-2.5
O=c1c2nccnc2[nH]c(=S)n1Cc1ccccc1,-0.4
COCCCn1c(-c2cccc(Cl)c2)nc2c1c(=O)[nH]c(=O)n2Cc1ccccc1,-1.5
Nc1[nH]nc2nnc(-c3c(-c4ccccc4)nn4ccccc34)cc12,0.2
S=c1[nH]nc(Cc2cccs2)n1-c1ccccc1Cl,0.3
CC(C)CNc1nc(Oc2ccc(=O)[nH]n2)nc(N(C)C)n1,1.5
Cc1cc(C)[n+]2[nH]c(N)c(N=Nc3ccccc3)c2n1,-1.6
S=c1nc(-c2ccccc2Br)[nH][nH]1,-0.6
CCOC(=O)c1[nH]c2ccccc2c1NC(=O)c1ccc2c(c1)OCO2,1.5

High-throughput results as filed in PubChem BioAssay.
